Compound activity (PubChem BioAssay)
HT1080 IDH1KD tx: HT-1080 IDH1 knockdown cell toxicity (counter line); HT-1080 IDH1 knockdown viability, ATP luminescence, 48 h; Potency, µM (highest dose often 46.1 µM), for inactives: at the top dose activity, negative = toxicity, actives largely listed as cytotoxic; 2% of 360,000 active; AID 686971;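 also: 0% = DMSO wells and -100% = cell-free medium wells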
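CellTiter-Glo luminescence after 48 h compound exposure at 37 degrees C of IDH1-knockdown HT-1080 cells in 5% FBS RPMI. %Activity scaled between DMSO wells and cell-free media wells, with curves fitted and assigned curve classes.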
HEK293 tox: cytotoxicity counter-screen for GLP-1 receptor inverse agonists. HEK293 cAMP-luciferase reporter cells, luminescence, 24 h. Potency, µM (series often up to 38.3 µM), for inactives: at the top dose activity change, negative = inhibition, most hits filed as inhibitors. 0.13% of 410,000 active. AID 624418;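 also: loss of luciferase light is scored as toxicity; % is scaled to controls: 0 for no effect and ±100 for the full control effect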
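Here, cytotoxicity is scored as loss of luminescence. The MLSMR collection was tested on cells seeded in medium containing 10% Nu serum, with a 24 hr compound exposure preceded by 12 hours of culture.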
KB-V1 MDR tox: KB-V1 MDR subline cytotoxicity; AID 1347076; KB-V1 MDR cells viability, CellTiter-Glo, 72 h; Potency, µM (highest dose often 46.1 µM), for the others: at the highest dose activity change, negative = cytotoxicity, most hits filed as cytotoxic; 3.4% of 400,000 active; also: % is scaled to controls: 0 for no effect and ±100 for the full control effect; nearly all actives have a fitted effect of over 60% in size
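Drug-selected KB-V1 cells, grown in DMEM lacking phenol red with 10% FBS, receive compound titrations; after three days at 37 degrees C, surviving cell ATP is quantified by CellTiter-Glo luminescence and responses normalized and curve-fitted.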
KB-3-1 tox: KB-3-1 parental cell cytotoxicity. AID 1347075. 1.4% of 400,000 active. KB-3-1 viability, CellTiter-Glo ATP luminescence, 72 h. Potency, µM (titrated, usually from 46.1 µM), without a hit: at the highest dose activity change, negative = cytotoxic, most hits filed as cytotoxic; also: % is scaled to controls: 0 for no effect and ±100 for the full control effect; nearly all actives have a fitted effect of over 60% in size
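Multi-concentration cytotoxicity screen in KB-3-1 cells grown in DMEM lacking phenol red with 10% FBS. After 72 h at 37 °C with compound, ATP-dependent luminescence was recorded.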
GLP1R ag: activates the human GLP-1 receptor; 0.007% of 380,000 active; Potency, µM (series often up to 45.6 µM), without a hit: top-dose activation, most hits filed as activators; HEK293 GLP-1R CRE-luciferase, luminescence, 4-6 h; cells express a hypersensitive GLP-1R form; AID 624172; P43220; also: % of control where 0% means no effect
Target sequence (P43220 whole entry, looked up): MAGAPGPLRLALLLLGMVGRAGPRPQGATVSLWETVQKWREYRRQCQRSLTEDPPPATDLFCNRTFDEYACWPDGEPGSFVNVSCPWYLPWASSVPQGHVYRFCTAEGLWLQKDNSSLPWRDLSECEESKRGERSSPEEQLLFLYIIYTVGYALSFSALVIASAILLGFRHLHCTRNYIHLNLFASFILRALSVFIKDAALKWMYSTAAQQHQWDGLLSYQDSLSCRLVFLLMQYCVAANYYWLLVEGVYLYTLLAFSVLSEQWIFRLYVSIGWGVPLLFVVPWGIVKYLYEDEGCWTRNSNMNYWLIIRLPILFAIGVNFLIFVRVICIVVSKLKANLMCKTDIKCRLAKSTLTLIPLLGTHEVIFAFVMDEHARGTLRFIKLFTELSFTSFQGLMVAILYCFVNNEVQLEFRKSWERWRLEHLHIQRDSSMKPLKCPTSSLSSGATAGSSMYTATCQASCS
TDP-43 yeast inh: TDP-43 toxicity inhibition in yeast; Potency, µM (highest dose often 46.1 µM), inactives show at the top dose growth rescue (activation), actives largely listed as activators; TDP-43 expressing yeast growth rescue, BacTiter-Glo, 24 h; 1.8% of 410,000 active; also: % of control where 0% means no effect; nearly all actives have a fitted effect of over 50% in size
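Luminescence from BacTiter-Glo reports growth of TDP-43-expressing yeast after 24 hr at 30 deg C with compound. Cells were raffinose-pregrown to mid-log, then seeded in galactose medium at OD600=0.02.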
SW480 rerep: DNA re-replication induction in SW480 cells. SW480 DNA re-replication, Hoechst DNA content imaging, 48 h. Potency, µM (highest dose often 46.1 µM), for inactives: at the highest dose re-replication activation, actives largely listed as activators. 1.8% of 340,000 active. AID 624297; also: % of control where 0% means no effect; nearly all actives have a fitted effect of over 55% in size
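Compounds, transferred as 23 nL by pin tool, were incubated with cells for 48 hr; DNA content per nucleus was then quantified by Hoechst staining and fluorescence plate imaging.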
HT1080NT lethal: kills 2HG-producing HT-1080-NT fibrosarcoma cells; HT-1080-NT fibrosarcoma viability, CellTiter-Glo ATP luminescence, 48 h; Potency, µM (titrated, usually from 46.1 µM), for inactives: top-dose activity, negative = less viability, most hits filed as cytotoxic; 1.6% of 360,000 active; AID 686970;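 also: NT is the 2HG producing partner of a matched IDH1 knockdown line; 0% = DMSO-treated cells and -100% = media-only wells without cells; nearly all actives have a fitted effect of over 55% in size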
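Toxicity toward the 2HG-producing NT line was scored as %Activity, normalised to DMSO and no-cell wells, from CellTiter-Glo luminescence after 48 hours' treatment.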
GLP-1R inv ag: GLP-1 receptor (human) inverse agonism | P43220 | HEK293 GLP-1R CRE-luciferase, luminescence, 24 h; GLP-1R form is constitutively active | Potency, µM (doses to about 38.3 µM), for inactives: at the highest dose activity change, negative = inhibition, hits mostly inhibitors | 1.6% of 410,000 active; also: % is scaled to controls: 0 for no effect and ±100 for the full control effect; nearly all actives have a fitted effect of over 55% in size
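HEK293 cells stably co-expressing a cAMP-responsive luciferase reporter and constitutively active GLP-1R were seeded, incubated 12 h, then exposed to compounds for 24 h at 37 C. Luminescence was read 12 min after detection reagent; inverse agonists lower signal.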
An asterisk follows results filed as active; ? = inconclusive; . = no result given; & = joins results of further samples; [ ] = another dose, or the depositor's remark. Calls follow the shape of the dose curve; as a rule, active = well fitted curve in the direction sought with a large enough effect; inconclusive = small, poorly fitted or top-dose-only effect, or another doubt; inactive = no such curve, though single readings can be large; an effect the other way counts as inactive or inconclusive. Potency is read from the fitted curve at half-maximal effect.

SMILES	HT1080 IDH1KD tx	HEK293 tox	KB-V1 MDR tox	KB-3-1 tox	GLP1R ag	TDP-43 yeast inh	SW480 rerep	HT1080NT lethal	GLP-1R inv ag
O=C(O)c1cn(-c2ccccc2)nc1-c1ccc(F)cc1	20.2%	7.5%	4.4%	0.4%	0.9%	20.6%	105.9%	9.7%	19.0%
Cc1ccnc(NC(=O)CN2C(=O)c3ccccc3C2=O)c1	15.3%	7.1%	15.5%	?	8.4%	-14.3%	20.6%	4.0%	-8.3%
COC(=O)C1(Cc2cc(-c3cccc(Br)c3)no2)CCN(C(=O)OC(C)(C)C)CC1	-17.3%	-13.2%	21.8%	12.4%	10.8%	9.9%	?	-10.1%	10µM*
COC(=O)c1c(NC(=O)c2nc3nc(C)cc(C(F)F)n3n2)sc2c1CCC2	0.2%	6.5%	?	-2.7%	2.0%	-14.7%	-1.3%	2.2%	0.4%
CC(NC(=O)c1ccc(NC(=O)CC2SC(N3CCCC3)=NC2=O)cc1)c1ccc(S(N)(=O)=O)cc1 (stereo not given)	7.8%	-2.5%	-9.3%	-15.2%	-2.0%	6.8%	-3.6%	9.2%	0.9%
Cc1cc(C)c(NC(=O)c2sc3nc4c(cc3c2N)C(=O)CC(C)(C)C4)c(C)c1	-0.6%	6.1%	8.6%	-7.8%	-4.2%	20µM*	-2.0%	3.4%	?
CCC(C)NC(=O)Cn1cc(S(=O)(=O)N2CCCC2)c(S(=O)(=O)N2CCCC2)c1 (stereo not given)	-1.9%	-8.6%	13.1%	5.6%	-4.6%	-6.9%	-0.5%	14.5%	-16.4%
Cc1ccsc1C(=O)NNC(=O)c1cccc(S(=O)(=O)N2CCCC2)c1	19.7%	-13.5%	11.8%	8.4%	-0.6%	14.6%	1.0%	0.6%	-11.5%
Cc1cc(C)nc(SCc2ccc(C(=O)N/N=C/c3ccco3)cc2)n1	11.4%	6.8%	-23.7%	25.9%	16.2%	-13.1%	-9.0%	5.7%	11.2%
O=C(Nc1ccc(S(=O)(=O)N2CCCC2)cc1)c1ccc(F)cc1	8.7%	0.7%	-0.2%	19.6%	3.8%	-5.8%	-1.4%	16.5%	6.1%
COc1cccc(CNC(=O)CCNC(=O)Cn2ccc3ccccc3c2=O)c1	2.4%	6.4%	19.5%	-1.6%	-6.0%	1.5%	-2.0%	6.1%	4.5%
COc1cc2[nH]c(=O)c(C(=O)NCCCN3CCOCC3)c(O)c2cc1OC	-9.9%	2.0%	-13.4%	-1.4%	-0.3%	-30.2%[inhibitor]	4.2%	17.7%	-2.7%
CCCN1CCC(NC(=S)Nc2ccc(S(N)(=O)=O)cc2)CC1	16.8%	-0.2%[7.66 µM]	6.1%	0.3%	1.5%	0.6%[9.22 µM]	-2.9%	8.1%	-3.5%[7.66 µM]
Cc1cc(C(=O)NCc2cccc(Cl)c2)c2ccccc2n1	-21.9%	2.3%	?	-4.0%	12.9%	2.5%	1.7%	-10.4%	?
CC1CC(C)(C)CC2(C1)NC(=O)N(CC(=O)NCCc1ccc3c(c1)OCCO3)C2=O (stereo not given)	13.2%	13.7%	?	1.5%	6.1%	15.4%	-1.9%	10.9%	10.2%
COc1ccc(C(=O)Nc2ccc(C(=O)N3CCCC3)cc2)cc1[N+](=O)[O-]	-3.7%	2.0%	.	.	1.3%	2.8%	2.3%	0.0%	18.4%
O=C(CSc1ccccc1C(=O)N1CCN(c2ccc([N+](=O)[O-])cc2)CC1)N1CCCC1	-6.5%	?	0.0%	?	-1.2%	16.9%	2.2%	?	6.6%
COc1ccc(C(=O)OCC(=O)Nc2cc(C)on2)cc1F	15.1%	2.0%	19.5%	-8.8%	-2.0%	10.3%	.	6.1%	4.4%
Cc1ccc2c(c1)N(S(=O)(=O)c1ccc(CN3C(=O)c4cccnc4C3=O)cc1)CCO2	14.1%	5.6%	2.6%	?	-1.9%	-9.3%	-9.2%	7.3%	2.9%
CCOc1ccccc1C1c2cc3c(cc2OC(C)(N2CCCC2)C1C)OCO3 (stereo not given)	-14.2%	10.9%	7.3%	3.1%	0.1%	-35.4%[inhibitor]	?	-2.9%	-9.3%
Cc1sc(-c2ccncc2)nc1OC(=O)c1ccc(F)cc1F	19.0%	-5.2%[7.66 µM]	0.0%	-0.6%	7.5%	-9.1%[9.22 µM]	-8.0%	3.6%	2.0%[7.66 µM]
CN1CCN(c2ccc(CNC(=O)c3ccco3)cc2)CC1	-4.2%	16.2%	-7.2%	-4.6%	-3.3%	-1.8%	4.9%	-4.9%	-9.3%
CCOC(=O)C1(CC)NC(c2ccco2)C2C(=O)N(CC)C(=O)C21 (stereo not given)	-1.4%	28.3%	8.0%	4.7%	-4.8%	1.9%	3.6%	1.0%	4.7%
CC(C)CC(NC(=O)C1CCC(=O)N1)C(=O)NC(CC(C)C)C(=O)N1CCCC1C(N)=O (stereo not given)	-1.7%	3.7%	16.7%	0.5%	-1.3%	-12.0%	-1.2%	2.6%	6.5%
COc1ccc(NC(=O)c2cccnc2NCCc2ccccc2)cc1	-4.1%	-29.8%	?	-13.9%	25.4%	0.5%	?	-7.3%	?

Pulled one by one from the list above, three records:
SMILES	HT1080 IDH1KD tx	HEK293 tox	KB-V1 MDR tox	KB-3-1 tox	GLP1R ag	TDP-43 yeast inh	SW480 rerep	HT1080NT lethal	GLP-1R inv ag
COc1cc2[nH]c(=O)c(C(=O)NCCCN3CCOCC3)c(O)c2cc1OC	-9.9%	2.0%	-13.4%	-1.4%	-0.3%	-30.2%[inhibitor]	4.2%	17.7%	-2.7%
COC(=O)c1c(NC(=O)c2nc3nc(C)cc(C(F)F)n3n2)sc2c1CCC2	0.2%	6.5%	?	-2.7%	2.0%	-14.7%	-1.3%	2.2%	0.4%
Cc1cc(C)nc(SCc2ccc(C(=O)N/N=C/c3ccco3)cc2)n1	11.4%	6.8%	-23.7%	25.9%	16.2%	-13.1%	-9.0%	5.7%	11.2%

Remaining list, next part
SMILES	HT1080 IDH1KD tx	HEK293 tox	KB-V1 MDR tox	KB-3-1 tox	GLP1R ag	TDP-43 yeast inh	SW480 rerep	HT1080NT lethal	GLP-1R inv ag
CCOc1cc(C(=O)Nc2ccc(S(=O)(=O)N3CCOCC3)cc2)cc(OCC)c1OCC	4.2%	5.4%	25.1%	12.1%	-4.6%	-5.1%	-4.3%[9.22 µM]	-0.8%	18.4%
Nc1nc2n(n1)C(c1cccc(Br)c1)CC(c1ccccc1)N2 (stereo not given)	-3.7%	12.2%	0.9%	1.1%	0.7%	11.9%	-1.4%	17.5%	23.3%
O=C(/C=C/[C@H]1O[C@@H](n2cnc3c(NC(=O)c4ccccc4)ncnc32)[C@H](O)[C@@H]1O)NCCc1ccc(F)cc1	1.6%	-2.8%	3.5%	0.0%	7.8%	25.2%	.	-2.9%	3.8%
CCN(CC)CC(=O)NC12CC3CC(CC(C3)C1)C2	-2.3%	1.0%	-3.8%	-3.9%	2.1%	-1.0%	-3.7%	-1.5%	-5.5%
CC(C)NC(=O)c1cccc(Br)c1	9.6%	1.4%	6.0%	15.6%	1.3%	-8.9%	5.3%	-2.0%	2.5%
CSc1cccc(NC(=S)Nc2ccc(F)cc2)c1	5.1%	11.7%	-0.4%	-9.9%	15.3%	12.8%	3.1%	-3.6%	?
Fc1ccc(-c2nc3ccc(Br)cn3c2Cc2cccc(F)c2)cc1	-23.6%	-18.7%	3.5%	-0.9%	8.3%	16.2%	.	-25.7%	?
COc1ccccc1NC(=S)N(CCCN1CCOCC1)Cc1cn(C)c2ccccc12	1.7%	1.8%	-2.0%	-2.3%	9.9%	3.5%	4.4%	1.0%	?
CCc1nc2nc(C)cc(C)n2c1Nc1ccc(OC)cc1	0.9%	5.9%	?	-13.9%	0.4%	5.0%	.	2.1%	6.8%
Nc1nc2c(s1)CCc1c-2cnn1-c1ccccc1	-12.0%	-14.2%	-1.6%&-14.9%	-4.4%&-17.2%	?	0.0%	3.5%	-7.6%	81.4%[activator]
CC(=O)c1ccc(OCCNS(=O)(=O)c2ccc(-n3cnnn3)cc2)cc1	6.9%	-14.6%	?	-7.5%	-0.2%	-3.8%	-27.2%	2.0%	-2.2%
O=C(CN1C(=O)CCC1=O)Nc1nc(-c2ccccn2)cs1	-1.1%	4.3%	-0.6%	-5.5%	2.1%	-15.4%	-3.3%	-8.3%	-3.2%
COc1ccc(-c2nc3ccc(C(=O)NCc4ccc(C)cc4)cc3nc2-c2ccc(OC)cc2)cc1	.	3.1%	8.7%	-5.2%	.	0.7%	.	.	5.8%
CN(C)S(=O)(=O)c1cc(NC(=O)COC(=O)C2CSC3(C)CCC(=O)N23)ccc1Cl (stereo not given)	28.4%	-3.1%	-1.9%	-2.5%	-0.5%	10.9%	1.4%	15.2%	2.1%
CC1CCN(c2nc3c(S(=O)(=O)c4ccccc4)nnn3c3ccc(Cl)cc23)CC1	.	20.4%	-18.1%	-10.6%	.	5.7%	.	.	31.6%
O=C(NCc1ccccn1)C1CCC(=O)N1C1CCCC1 (stereo not given)	-0.3%	?	20.2%	2.3%	-1.8%	17.9%	-0.1%	-9.1%	-2.0%
O=C(C1CCN(c2nnc(N3CCCC3=O)s2)CC1)N1CCN(Cc2ccc3c(c2)OCO3)CC1	-10.3%	6.2%	-6.3%	-6.3%	18.8%	-6.6%	-2.1%	-0.4%	-12.1%

Another view of 2 compounds above:
molecule,HT1080 IDH1KD tx,HEK293 tox,KB-V1 MDR tox,KB-3-1 tox,GLP1R ag,TDP-43 yeast inh,SW480 rerep,HT1080NT lethal,GLP-1R inv ag
Cc1ccsc1C(=O)NNC(=O)c1cccc(S(=O)(=O)N2CCCC2)c1,19.7%,-13.5%,11.8%,8.4%,-0.6%,14.6%,1.0%,0.6%,-11.5%
CCOC(=O)C1(CC)NC(c2ccco2)C2C(=O)N(CC)C(=O)C21 (stereo not given),-1.4%,28.3%,8.0%,4.7%,-4.8%,1.9%,3.6%,1.0%,4.7%
